Bioassay records as filed in PubChem.
HRas wt GTP – human HRas wildtype GTP binding, change in either direction | GST-Ras wt beads, Bodipy-FL-GTP binding, flow cytometry; actives lie on both sides | 0.14% of 190,000 active | GTP binding activity, % at 10 µM;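 active means GTP binding activity at least 20% away from the 100% baseline, either lowered as inhibitor or raised as activator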;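 further: 0% = unlabeled GTP competition control and 100% = no-compound control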
Target sequence (P01112 whole entry, looked up): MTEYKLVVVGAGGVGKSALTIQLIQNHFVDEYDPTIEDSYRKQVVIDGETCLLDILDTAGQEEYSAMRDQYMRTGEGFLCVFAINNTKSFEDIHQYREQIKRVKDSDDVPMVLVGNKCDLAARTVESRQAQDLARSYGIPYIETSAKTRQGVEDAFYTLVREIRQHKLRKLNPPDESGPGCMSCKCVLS
Rab2 wt GTP – changes GTP binding to wildtype dog Rab2A, up or down; GST-Rab2 wt beads, Bodipy-GTP binding, flow cytometry; GTP binding activity, % at 10 µM; 0.19% of 190,000 active;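 active means GTP binding activity at least 20 points away from 100%, either lowered or raised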;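 further: 0% = beads with excess unlabeled GTP and 100% = no-compound control corrected for plate trend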
Rac1 wt GTP bind – alters GTP binding to wildtype human Rac1 | P63000 | GST-Rac1 beads, fluorescent GTP binding, flow cytometry; actives lie on both sides; 0 = cold GTP competed, 100 = untreated | GTP binding activity (% of control), % at 10 µM | 0.27% of 190,000 active;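 active means GTP binding activity at least 20 points away from the 100% control level, either lower or higher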
ABCG2 block – human ABCG2 inhibition, ABCB1 as counter-screen; IgMXP3 cells, JC-1 efflux, flow cytometry; inhibition, % at 6.6 µM; 0.1% of 190,000 active; Q9UNQ0; AID 1325;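 active means inhibition above 80%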;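 further: 0% = DMSO and 100% = nicardipine control wells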
Target sequence (Q9UNQ0 whole entry, looked up): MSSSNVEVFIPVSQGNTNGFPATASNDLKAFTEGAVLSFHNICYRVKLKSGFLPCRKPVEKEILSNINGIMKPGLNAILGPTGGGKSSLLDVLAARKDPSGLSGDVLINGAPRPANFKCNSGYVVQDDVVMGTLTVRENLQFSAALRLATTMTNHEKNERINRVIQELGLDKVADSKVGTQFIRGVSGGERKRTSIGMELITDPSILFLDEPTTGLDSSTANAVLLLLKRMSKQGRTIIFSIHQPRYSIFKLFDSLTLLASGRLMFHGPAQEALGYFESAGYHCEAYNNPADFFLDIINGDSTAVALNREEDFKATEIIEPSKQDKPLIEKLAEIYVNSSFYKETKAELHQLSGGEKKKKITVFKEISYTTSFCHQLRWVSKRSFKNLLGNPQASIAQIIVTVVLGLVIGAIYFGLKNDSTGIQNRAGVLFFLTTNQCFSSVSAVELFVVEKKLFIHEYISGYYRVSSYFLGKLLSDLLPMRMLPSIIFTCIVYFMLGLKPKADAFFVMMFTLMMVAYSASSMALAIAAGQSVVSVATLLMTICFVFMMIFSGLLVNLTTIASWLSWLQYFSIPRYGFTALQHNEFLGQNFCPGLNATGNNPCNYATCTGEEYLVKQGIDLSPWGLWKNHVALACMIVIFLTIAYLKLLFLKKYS
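material = IgMXP3 (ABCG2) plus far-red-tagged CCRF-Adr (ABCB1) cells | amount = 3 million cells/mL, equal mix of both lines | also added = JC-1 transporter substrate | dosing = one concentration, 6.6 µM final | schedule = 10 min at 25 °C | measured by = flow cytometric JC-1 green MFI at 530 nm | read-out basis = percent efflux inhibition, scaled nicardipine 100% to DMSO 0%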
GSH bead fluor – GSH bead compound fluorescence profile; GSH beads flow cytometry, compound fluorescence 488/530 nm; hits give high values; AID 1776; fluorescence (KMESF) at 10 µM; 0.25% of 190,000 active; in the data active means fluorescence above about 89;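 further: glutathione beads carrying GST-tagged Bcl family fusion proteins plus one bare bead set; values are compound well signal with DMSO vehicle wells as background; inactives centre near 16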
ABCB1 inh – human ABCB1 inhibition, ABCG2 as counter-screen; CCRF-Adr cells, JC-1 efflux, flow cytometry; inhibition, % at 6.6 µM; 0.067% of 190,000 active; in the data active means inhibition above about 40%;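 further: 0% = vehicle and 100% = reference inhibitor; higher value means more JC-1 retained so stronger ABCB1 efflux block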
Cdc42 wt – modulators (inhibitors or activators) of GTP binding to human Cdc42 wildtype; P60953; percent activity (GTP binding), % at 10 µM; AID 761; GST-Cdc42 beads, Bodipy-GTP binding, flow cytometry; actives lie on both sides; 0.2% of 190,000 active;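 active means percent activity GTP binding at least 20 points away from the 100% baseline, either down as inhibitor or up as activator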;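 further: median bead fluorescence of bound Bodipy-FL-GTP at 100 nM; 0% = excess unlabeled GTP control and 100% = no compound control; below 100% means less GTP binding so inhibitor and above means activator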
Target sequence (P60953 whole entry, looked up): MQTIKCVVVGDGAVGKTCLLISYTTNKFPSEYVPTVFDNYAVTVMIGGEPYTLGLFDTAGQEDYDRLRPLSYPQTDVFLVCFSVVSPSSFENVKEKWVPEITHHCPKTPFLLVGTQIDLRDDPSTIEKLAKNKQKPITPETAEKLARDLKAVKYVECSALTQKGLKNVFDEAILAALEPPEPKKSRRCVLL
Rab7 wt modul – alters GTP binding to wildtype dog Rab7; AID 758; GST-Rab7 beads, fluorescent GTP binding, flow cytometry; actives lie on both sides; untreated = 100%, excess cold GTP = 0%; GTP binding activity (percent of control), % at 10 µM; 0.055% of 190,000 active;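 active means fluorescent GTP binding to Rab7 beads changed by at least 20 points from the 100% baseline, either direction, mostly lower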;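 further: median green fluorescence of bound Bodipy-FL-GTP per Rab7 bead population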
Rac1 mut GTP – modulators of GTP binding to human Rac1 activated mutant. P63000. GST-Rac1 activated beads, fluorescent GTP binding, flow cytometry; actives lie on both sides; 100% means binding = to untreated wells. percent activity (GTP binding), % at 10 µM. 0.11% of 190,000 active;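 active means GTP binding at least 20 percentage points away from the 100% baseline, in either direction, so actives lie on both sides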
Pf gametocyte – inhibitors of late stage P. falciparum gametocyte viability; AID 743093; 0.065% of 150,000 active; inhibition, % at 10.9 µM; P. falciparum stage V gametocytes, ATP luminescence, 24 h;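 active means inhibition above the mean plus 3 SD of compounds within the control limits, set per campaign, cut at about 38% in these data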;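 further: 0% = DMSO wells and 100% = medium only without gametocytes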
Avidin fluor – avidin bead compound fluorescence profile; fluorescence (KMESF) at 10 µM; AID 1775; Avidin beads, compound fluorescence 488/530 nm, flow cytometry; hits give high values; 0.38% of 220,000 active; in the data active means fluorescence above about 47; further: inactives centre near 10
* marks the source's active call; other numbers are inactive results; · = not tested or not shown. Random draw from the library. About 1.1% of those tested had a hit in this group.

Every second line gives: HRas wt GTP	Rab2 wt GTP	Rac1 wt GTP bind	ABCG2 block	GSH bead fluor	ABCB1 inh	Cdc42 wt	Rab7 wt modul	Rac1 mut GTP	Pf gametocyte	Avidin fluor
CC(C)(CO)NS(=O)(=O)c1ccc2c(c1)C(=NO)c1cc(S(=O)(=O)NC(C)(C)CO)ccc1-2
  98	99	96	1	13	0.1	100	99	97	-21	11
CCC(=Nc1ccccc1)C1=C(O)CC(C)(C)CC1=O
  94	98	97	-1	21	-0.7	100	99	93	·	8
N#CCCn1cc(/C=C/C(=O)O)c(-c2ccc(F)cc2)n1
  99	102	100	-1	11	-0.2	99	107	97	-40	11
CCN1CCN(c2cc(=O)n(-c3cc(Cl)ccc3C)c(=O)[nH]2)CC1
  98	98	95	0	17	0.3	98	101	97	·	10
COc1ccc(-c2n(CC(=O)OC3CC(C)CCC3C(C)C)c3ccccc3[n+]2C)cc1 (stereo not given)
  98	102	94	0	12	0.3	96	104	94	·	9
OCCN(Cc1ccccc1)C(=S)NC1CCCCC1
  99	99	100	0	16	-2.1	97	104	95	-6	10
Cc1cc(C)n(CC(=O)NCc2cc(-c3nn(C)c(=O)c4ccccc34)ccc2C)n1
  102	102	110	24	28	2.1	103	102	99	·	13
CN1C(=O)CSc2ccc(NC(=O)NCc3ccco3)cc21
  104	103	106	10	12	0.6	104	102	100	·	12
Cc1c(-n2cc(C(=O)c3ccccc3O)cc(C#N)c2=O)c(=O)n(-c2ccccc2)n1C
  98	97	99	3	44	0.6	97	98	97	3	1
Cc1ccc(NC(=O)c2ccc(NCc3ccc(F)cc3)nc2)cc1
  99	98	100	2	13	0.0	97	104	96	-21	11
COC(=O)c1ccc(COc2ccccc2/C=N/NS(=O)(=O)c2ccccc2)cc1
  99	98	100	5	80	0.9	100	98	100	·	12
Cc1onc(-c2c(Cl)cccc2Cl)c1C(=O)N1CCc2ccccc2C1
  100	100	101	4	14	1.6	100	100	100	·	12
O=C(c1ccccc1)c1c[nH]c2cc3c(cc2c1=O)OCCO3
  101	100	100	4	15	1.0	99	95	100	9	6
COc1ccc([N+](=O)[O-])cc1NC(=O)CSc1nncn1-c1ccccc1
  99	97	104	17	15	1.8	104	97	98	-2	21
O=C(Nc1cccn2ncnc12)C(F)(F)F
  96	99	102	3	13	1.2	103	97	96	-3	26
Cc1cccc(C)c1NC1=NC(C)(C)N=C(N)N1
  101	101	103	1	20	0.2	103	96	101	6	5
CC(C)Cn1c(N)c(C(=O)COC(=O)c2ccncc2)c(=O)n(C)c1=O
  100	100	102	22	28	1.3	101	98	98	10	12
Nc1ccc(C(=O)N/N=C\C=C\c2ccc([N+](=O)[O-])cc2)cc1
  96	96	96	3	13	0.7	99	94	98	6	12
COC(=O)c1sc2nc(SCc3ccccc3C#N)n(N)c(=O)c2c1C
  97	94	103	5	4	0.9	102	92	97	-7	14
O=C(N/N=C/c1ccc(N2CCOCC2)cc1)C1COc2ccccc2O1 (stereo not given)
  94	97	94	2	14	0.3	94	94	90	-3	7
CCOC(=O)N1CCN(C(=O)c2cc(-n3cnnc3)ccc2Cl)CC1
  97	95	94	2	16	0.6	95	98	96	·	16
O=C(O)c1cccnc1SCc1cn2cc(Br)ccc2n1
  93	101	97	1	14	0.1	97	101	96	1	7
CCn1c(Cc2ccccc2)nnc1SCc1cccc(C(=O)O)c1
  100	99	105	0	7	0.7	103	97	100	-17	6
CNC(=O)c1cc(Nc2nnc(-c3ccc(O)cc3)c3ccccc23)ccc1OC
  102	97	103	1	27	0.5	92	107	96	-12	10
Cn1c(C(=O)Nc2ccc3c(c2)OCO3)cc2c(=O)n(C)c3ccccc3c21
  101	100	108	9	13	1.1	106	101	100	·	20
Cc1csc(=Nc2cccnc2)n1Cc1ccco1
  96	97	99	1	16	0.6	97	106	94	1	9
COc1c(/C=N/Nc2ccc([N+](=O)[O-])cc2[N+](=O)[O-])c(C)nn1-c1ccccc1
  100	98	102	1	23	0.1	97	98	97	·	21
CCN1CCN(C(=O)c2ccc(OC)c(S(=O)(=O)Nc3ccc(C)cc3)c2)CC1
  99	97	101	1	13	0.0	98	98	98	0	20
O=C(c1ccco1)N1CCN(C(c2cccs2)c2nnnn2C2CCCCC2)CC1 (stereo not given)
  99	99	100	1	6	0.9	100	97	96	2	12
COC(=O)c1ccc(COc2ccc(/C=C(\C#N)c3nc4ccccc4[nH]3)cc2OC)o1
  99	101	102	-3	11	-0.1	101	99	98	-23	8

A second format for four compounds above.
canonical_smiles | HRas wt GTP | Rab2 wt GTP | Rac1 wt GTP bind | ABCG2 block | GSH bead fluor | ABCB1 inh | Cdc42 wt | Rab7 wt modul | Rac1 mut GTP | Pf gametocyte | Avidin fluor
Cc1onc(-c2c(Cl)cccc2Cl)c1C(=O)N1CCc2ccccc2C1 | 100 | 100 | 101 | 4 | 14 | 1.6 | 100 | 100 | 100 | · | 12
O=C(c1ccccc1)c1c[nH]c2cc3c(cc2c1=O)OCCO3 | 101 | 100 | 100 | 4 | 15 | 1.0 | 99 | 95 | 100 | 9 | 6
COc1ccc([N+](=O)[O-])cc1NC(=O)CSc1nncn1-c1ccccc1 | 99 | 97 | 104 | 17 | 15 | 1.8 | 104 | 97 | 98 | -2 | 21
O=C(Nc1cccn2ncnc12)C(F)(F)F | 96 | 99 | 102 | 3 | 13 | 1.2 | 103 | 97 | 96 | -3 | 26

6 entries out of the list above, arranged by the number in Rab7 wt modul, smallest number first.
SMILES | HRas wt GTP | Rab2 wt GTP | Rac1 wt GTP bind | GSH bead fluor | Cdc42 wt | Rab7 wt modul | Rac1 mut GTP | Avidin fluor
Cc1c(-n2cc(C(=O)c3ccccc3O)cc(C#N)c2=O)c(=O)n(-c2ccccc2)n1C | 98 | 97 | 99 | 44 | 97 | 98 | 97 | 1
COC(=O)c1ccc(COc2ccc(/C=C(\C#N)c3nc4ccccc4[nH]3)cc2OC)o1 | 99 | 101 | 102 | 11 | 101 | 99 | 98 | 8
Cc1onc(-c2c(Cl)cccc2Cl)c1C(=O)N1CCc2ccccc2C1 | 100 | 100 | 101 | 14 | 100 | 100 | 100 | 12
Cc1cc(C)n(CC(=O)NCc2cc(-c3nn(C)c(=O)c4ccccc34)ccc2C)n1 | 102 | 102 | 110 | 28 | 103 | 102 | 99 | 13
Cc1ccc(NC(=O)c2ccc(NCc3ccc(F)cc3)nc2)cc1 | 99 | 98 | 100 | 13 | 97 | 104 | 96 | 11
Cc1csc(=Nc2cccnc2)n1Cc1ccco1 | 96 | 97 | 99 | 16 | 97 | 106 | 94 | 9

Later entries.
Every second line gives: HRas wt GTP	Rab2 wt GTP	Rac1 wt GTP bind	ABCG2 block	GSH bead fluor	ABCB1 inh	Cdc42 wt	Rab7 wt modul	Rac1 mut GTP	Pf gametocyte	Avidin fluor
O=c1nc(N2CCCCC2)nc2n1CCO2
  100	99	96	-2	27	-2.5	99	99	97	16	22
Cc1ccc(CNC(=O)CC2C(=O)Nc3c2c(=O)n(C)c(=O)n3Cc2ccccc2)cc1 (stereo not given)
  101	101	111	4	23	0.9	100	99	98	-10	22
COc1ccccc1C1NC(=O)NC(C)=C1C(=O)Nc1cccc(C)c1C (stereo not given)
  100	98	102	1	25	0.7	98	99	97	·	6
O=C1CN(Cc2ccccc2)C(=NCc2ccco2)S1
  99	101	99	3	13	0.1	98	102	97	·	25
O=C(Nc1ccccc1)N(CCCN1CCOCC1)Cc1cc2cc3c(cc2[nH]c1=O)OCCO3
  101	101	108	2	22	-0.6	106	101	101	·	34
CC(C)Nc1nc(NC(N)=S)nc(NC(C)(C)C)n1
  96	97	99	2	11	0.3	99	98	96	-2	13
Cc1ccc(S(=O)(=O)N[C@@H](C)C(=O)N2CCC(C(=O)N3CCC[C@H]3C(=O)O)CC2)cc1
  102	99	104	2	16	0.3	102	102	99	·	7
CC(/C=N/NC(=O)c1cc(-c2ccc(Cl)cc2)nc2ccccc12)=C\c1ccco1
  103	104	101	0	40	0.1	103	105	100	·	7
Cc1ccc(NC(=O)C(Cc2ccccc2)NC(=O)c2ccco2)cc1 (stereo not given)
  101	99	103	8	35	0.7	100	99	100	-13	17
COc1cccc(NS(=O)(=O)c2ccc(NC(C)=O)cc2)c1
  104	102	104	3	30	0.0	103	100	99	·	8
Cc1ccc(S(=O)(=O)NCC2CCC(C(=O)NCCCOC(C)C)CC2)cc1 (stereo not given)
  100	99	104	1	23	-2.5	101	99	100	·	12
O=C(NC1CC1)c1ccc(F)cc1Cl
  102	103	104	0	8	0.1	101	105	102	·	10
COc1cccc(CNc2ccc3c(c2)ncn3C(C)C)c1OC
  95	97	96	4	22	0.7	95	96	94	·	6
CSc1ccccc1NC(=O)CSc1nncs1
  98	97	98	2	13	0.9	97	102	96	·	12
CCO[C@H]1OC(C(=O)Nc2ccccc2)=C[C@@H](c2ccc(Br)cc2)[C@@H]1CCCO
  96	95	98	9	20	2.3	97	95	98	15	5
COc1ccc(COn2c(=O)c(C)[n+]([O-])c3ccccc32)cc1OC
  104	105	100	4	15	1.2	104	106	100	17	11
O=C(C[n+]1cccc(NC(=O)c2ccccc2)c1)c1ccc(NC(=O)c2ccccc2)cc1
  99	96	99	2	8	0.3	100	94	98	·	30
Cc1ccc(NC(=O)CSc2nnc(-c3cccnc3)n2-c2ccc(C)cc2)cc1
  101	101	107	9	30	0.9	101	103	100	·	5
CC(=O)Nc1cccc(C(=O)OCc2ccc(C(=O)Oc3ccc(Cl)cc3)cc2)c1
  101	98	100	4	9	0.3	100	94	98	·	·
O=C(Nc1ccccc1)C1=C[C@@H](c2ccc(Br)cc2)C[C@@H](OCCCCO)O1
  95	94	97	8	20	1.2	94	95	95	12	6
COc1cc(OC)cc(C(=O)NCC(=O)OCC(=O)c2cc(OC)ccc2OC)c1
  103	101	105	6	9	-1.4	102	103	98	-4	3
CC(C)(C)NC(=O)COC(=O)c1ccccc1C(=O)c1ccccc1
  92	92	97	0	14	-0.2	94	90	93	-15	7
CC(C)c1cc(N=NC(N)=O)cc(C(C)C)c1O
  99	96	101	2	16	0.3	99	95	98	2	10
COc1cccc(C(=O)N2CCN(c3ncccn3)CC2)c1
  106	107	106	0	20	0.0	108	105	101	·	17
CN(Cc1ccccc1)Cc1nc2c(c(=O)n(C)c(=O)n2C)n1Cc1ccc(F)cc1
  98	97	98	11	23	2.2	100	95	97	-8	10
CC(O)(C#CCN1CCOCC1)c1ccccc1 (stereo not given)
  102	100	106	6	37	1.1	104	100	98	·	12
CCCCCCOc1ccc(C(CC(=O)O)C(N)=O)cc1 (stereo not given)
  99	97	98	0	21	0.0	98	97	96	·	2
CCOC(=O)C1CCN(c2ccc(C(N)=O)cc2[N+](=O)[O-])CC1
  99	97	102	32	14	0.1	102	99	100	-17	21
